RXFP1 antagonist: blocks the human relaxin receptor RXFP1; activity change, negative = inhibition, % at 57.5 µM; HEK293-RXFP1, relaxin-stimulated cAMP HTRF, 30 min; active compounds read low; hit rate 0.59% among 350,000; Q9HBX9;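 active means activity change of -60% or lower, but not beyond a set lower limit; inconclusive means change between -60% and -40%, or beyond the set limit; inactive means change above -40%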; further: on the % scale 0 is the no-effect control and ±100 the full control effect
D1 agonist: human D1 receptor agonism; hit rate 1% among 360,000; P21728; HEK293 T-REx D1 cells, calcium flux, agonist mode; activation, % at 2 µM; AID 504660; further: 0% is about no effect
Target sequence (P21728 whole entry, looked up): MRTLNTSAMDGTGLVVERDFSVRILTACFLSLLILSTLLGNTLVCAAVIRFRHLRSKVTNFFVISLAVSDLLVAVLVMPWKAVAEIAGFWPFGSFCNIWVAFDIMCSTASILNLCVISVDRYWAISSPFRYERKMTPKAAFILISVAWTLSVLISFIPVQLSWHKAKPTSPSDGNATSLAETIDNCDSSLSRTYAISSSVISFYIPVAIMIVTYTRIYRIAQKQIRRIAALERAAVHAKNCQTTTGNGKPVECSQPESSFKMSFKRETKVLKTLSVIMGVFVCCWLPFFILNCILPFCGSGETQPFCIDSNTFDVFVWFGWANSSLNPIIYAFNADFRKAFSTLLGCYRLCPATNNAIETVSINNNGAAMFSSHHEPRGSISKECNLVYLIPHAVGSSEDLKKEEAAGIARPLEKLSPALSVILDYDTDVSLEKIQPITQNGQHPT
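Tetracycline-induced HEK293 TREx D1 cells, force-coupled to calcium signalling, were dye-loaded with a no-wash calcium kit. Compound was pin-added after a 10 s baseline. Fluorescence was read kinetically at 1 cycle/s for 180 s, with calcium rises flagged as agonism.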
TRHR PAM: allosteric enhancers of human TRH receptor. P34981. TRHR cells, fluo-8 calcium fluorescence, EC20 TRH enhancement. enhancement, % at 2 µM. hit rate 0.66% among 360,000; in the data active means enhancement above about 30%; further: 0% is about no effect
Target sequence (P34981 whole entry, looked up): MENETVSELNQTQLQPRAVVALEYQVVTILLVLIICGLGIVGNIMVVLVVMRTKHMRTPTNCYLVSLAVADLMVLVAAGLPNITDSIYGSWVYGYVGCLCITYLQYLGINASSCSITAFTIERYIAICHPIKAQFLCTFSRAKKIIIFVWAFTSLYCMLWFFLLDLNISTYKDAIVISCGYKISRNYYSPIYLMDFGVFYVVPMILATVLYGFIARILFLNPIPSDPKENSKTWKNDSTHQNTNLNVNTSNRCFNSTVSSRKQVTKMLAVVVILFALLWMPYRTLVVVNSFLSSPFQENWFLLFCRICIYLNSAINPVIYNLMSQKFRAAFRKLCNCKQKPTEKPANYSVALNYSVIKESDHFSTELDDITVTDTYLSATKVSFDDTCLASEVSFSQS
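TRHR-expressing cells loaded with fluo-8 calcium dye were read kinetically (ex 480/em 530) during compound addition, then stimulated with an EC20 of TRH (10 nM final). Enhancement of the Gq-mediated intracellular calcium response was scored.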
TRHR agonist: TRH receptor (human) agonism; TRHR cells, calcium flux fluo-8, FDSS agonist mode; P34981; hit rate 0.18% among 360,000; AID 493084; activation, % at 2 µM; further: 0% is about no effect
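Steps: seed TRHR cells overnight; add fluo-8 no-wash Ca dye, RT 30 min–1.5 h; record 10 s baseline; pin-transfer compounds; monitor fluorescence 1 cycle/s for the agonist window. Calcium increases flag candidate agonists.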
D2 PAM: positive allosteric modulators of human D2 dopamine receptor | HEK293 T-REx D2, calcium flux, EC20 dopamine potentiation | potentiation, % at 10 µM | hit rate 0.34% among 340,000 | P14416;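 active means potentiation over 3 SD above the plate norm, cut at about 30% in these data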; further: 0% is about no effect
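Primary screen. Calcium kinetics in induced HEK293 T-REx D2 cells: compound pre-addition 180 s, EC20 dopamine, 180 s more.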
D2 antagonist: antagonists of human D2 dopamine receptor; hit rate 2% among 340,000; P14416; inhibition, % at 10 µM; AID 485344; HEK293 TREx D2 cells, calcium flux, dopamine EC80; in the data active means inhibition above about 30%; further: 0% is about no effect
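Overnight-induced (tetracycline, 30 C) HEK293 T-REx cells carrying force-coupled D2 receive a no-wash calcium dye, then compound, then EC80 dopamine at 180 s; signals are read kinetically throughout.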
D2 agonist: agonists of human D2 dopamine receptor; P14416; HEK293 T-REx D2 cells, calcium flux agonist mode; activation, % at 2 µM; hit rate 0.53% among 340,000; AID 485358;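 active means activation over 3 SD above normal in the single-dose calcium agonist read, cut at about 30% in these data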; further: 0% is about no effect
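HEK293 Trex D2 cells, tetracycline-induced, o/n 30 C 5% CO2; no-wash Ca dye, RT 30–90 min; 10-cycle baseline, 23 nl cpd added, kinetic Ca read 180 s; agonist hits = positive Ca response.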
D1 antag: antagonists of human D1 dopamine receptor. P21728. HEK293 TREx D1 cells, calcium flux, dopamine EC80; active compounds read low. activity change, negative = inhibition, % at 10 µM. hit rate 3.2% among 360,000; in the data active means activity change below about -30%; further: on the % scale 0 is the no-effect control and ±100 the full control effect
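Antagonism measured as reduced calcium response to an EC80 dopamine addition following 180 s compound pre-read; cells were inducible HEK293 Trex D1 plated overnight at 30 C, read kinetically at 1 cycle/sec.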
D1 PAM: human D1 dopamine receptor positive modulation; P21728; HEK293 TREx D1 cells, calcium flux, dopamine EC20 potentiation; potentiation, % at 10 µM; hit rate 0.036% among 360,000; AID 504651; in the data active means potentiation above about 30%; further: 0% is about no effect
Numbers without * were called inactive; ? = inconclusive; nt = not tested or not shown; & = joins results of further samples. Unless noted, no stated cut-off is given here; in the data, active means activation above about 30%; inactive means the rest.

SMILES	RXFP1 antagonist	D1 agonist	TRHR PAM	TRHR agonist	D2 PAM	D2 antagonist	D2 agonist	D1 antag	D1 PAM
O=C(NS(=O)(=O)c1ccccc1)c1cccc(Br)c1	4.6	1.4	-7.2	0.1	-1.0	0.9	-0.2	10.8	-1.2
CCN(CC)CCNC(=O)CCc1nnc2ccc(N3CCC(C)CC3)nn12	2.5	3.0	-3.0	-1.3	-6.1	1.3	-1.3	-0.3	-4.0
S=C(NC1CCCCC1)N1CCN(C2CCCCC2)CC1	13.7	3.4	-15.0	-1.4	5.9	2.9	0.4	-2.3	-2.2
CC(C)OC(=O)CN1CCN(S(=O)(=O)c2cc(Cl)ccc2Cl)CC1	-8.4	1.9	9.7	1.0	6.7	17.6	-0.4	-4.2	-3.9
COc1ccc2sc(-c3ccc(N(C)C)cc3)c(C#CCO)c2c1	nt	1.8	9.3	2.8	-18.9	8.5	0.0	nt	-0.1
CN(C)C(=O)c1cccn(Cc2ccc(C(F)(F)F)cc2)c1=O	-11.4	2.1	5.9	0.7	6.6	11.1	-4.4	1.5	0.8
COc1ccc(C(=O)N2CCN(c3ccc([N+](=O)[O-])c(-n4nc(C)cc4C)c3)CC2)cc1	-3.6	-0.5	-2.8	-0.3	-1.7	3.5	-1.9	-9.0	0.5
CC(C)CN(C(=O)COC(=O)CSc1ccc(Br)cc1)C1CCS(=O)(=O)C1 (centres undefined)	-6.9	5.1	-6.3	0.2	6.1	13.8	0.6	2.1	0.6
COc1ccc(NC(=O)COc2cccc(-n3cnnn3)c2)cc1	-4.3	2.8	0.3	0.4	-5.2	-1.5	0.0	-6.4	-4.1
COc1ccc(N2CCN(C(=O)CN3C(=O)C4CC=CCC4C3=O)CC2)cc1 (centres undefined)	7.3	1.8	-4.0	0.9	nt	-8.5	0.4	1.2	3.6
Cc1ccc(N2CC(NC(=O)c3ccco3)CC2=O)cc1 (centres undefined)	0.6	-1.9	3.2	0.1	-7.5	nt	nt	nt	-2.4
CCOC(=O)C(NCc1ccccc1)(NC(=O)c1ccccc1)C(F)(F)F (centres undefined)	7.2	1.1	-2.1	-0.5	-2.9	9.0	-1.2	5.4	-1.8
CCC1CCCCN1CCCNC(=O)c1ccc(N2CCOCC2)c(NS(=O)(=O)c2ccc(OC)cc2)c1 (centres undefined)	-14.4	1.1	-1.8	0.1	1.0	-3.4	-0.1	-1.6	-0.6
O=C(NCCSc1c[nH]c2ccccc12)c1ccc2c(c1)OCO2	-14.4	11.5	-9.1	-0.2	10.0	-0.2	1.0	-7.3	-6.9
Cc1ccccc1OCCCCn1cnc2ccccc21	1.7	4.8	-1.2	0.7	2.5	7.5	1.3	-8.2	-1.4
COc1cccc2c(=O)n(CC(=O)NCCc3ccccc3)ccc12	4.1	-0.7	3.1	-1.3	1.9	6.3	-2.3	17.4	-1.5
Nc1nc(-n2cnnc2)nn1-c1ccccc1	4.2	1.8	-10.9	1.9	0.9	-1.5	0.3	-3.2	-2.4
CCN(C(=O)COC(=O)c1oc2ccccc2c1C)c1c(N)n(Cc2ccccc2)c(=O)[nH]c1=O	-4.1	3.2	-5.1	0.2	0.2	2.3	1.2	-13.7	-3.6
Cc1ccc(N(C)C(=O)C2CCN(S(=O)(=O)c3c(C)noc3/C=C/c3c(C)cc(C)cc3C)CC2)cc1	4.4	4.9	4.4	0.7	2.7	nt	0.3	-12.5	5.2
COc1ccc(Cl)cc1NC(=O)c1cnc2n(c1=O)CCS2	nt	2.2	5.4	0.3	1.7	-6.3	-0.3	-9.7	-1.8

Another view of part of the listing above:
O=C(NS(=O)(=O)c1ccccc1)c1cccc(Br)c1
- RXFP1 antagonist: 4.6
- D1 agonist: 1.4
- TRHR PAM: -7.2
- TRHR agonist: 0.1
- D2 PAM: -1.0
- D2 antagonist: 0.9
- D2 agonist: -0.2
- D1 antag: 10.8
- D1 PAM: -1.2

CC(C)CN(C(=O)COC(=O)CSc1ccc(Br)cc1)C1CCS(=O)(=O)C1 (centres undefined)
- RXFP1 antagonist: -6.9
- D1 agonist: 5.1
- TRHR PAM: -6.3
- TRHR agonist: 0.2
- D2 PAM: 6.1
- D2 antagonist: 13.8
- D2 agonist: 0.6
- D1 antag: 2.1
- D1 PAM: 0.6

COc1cccc2c(=O)n(CC(=O)NCCc3ccccc3)ccc12
- RXFP1 antagonist: 4.1
- D1 agonist: -0.7
- TRHR PAM: 3.1
- TRHR agonist: -1.3
- D2 PAM: 1.9
- D2 antagonist: 6.3
- D2 agonist: -2.3
- D1 antag: 17.4
- D1 PAM: -1.5

S=C(NC1CCCCC1)N1CCN(C2CCCCC2)CC1
- RXFP1 antagonist: 13.7
- D1 agonist: 3.4
- TRHR PAM: -15.0
- TRHR agonist: -1.4
- D2 PAM: 5.9
- D2 antagonist: 2.9
- D2 agonist: 0.4
- D1 antag: -2.3
- D1 PAM: -2.2

The results go on:
SMILES	RXFP1 antagonist	D1 agonist	TRHR PAM	TRHR agonist	D2 PAM	D2 antagonist	D2 agonist	D1 antag	D1 PAM
CSc1nnc2c(n1)OC(C)=Nc1ccccc1-2	2.9	-0.9	-1.6	0.0	-9.0	0.3	0.4	10.8	9.2
Cc1c(Cl)cccc1NC(=O)Nc1c(C)n(C)n(-c2ccccc2)c1=O	0.4	1.8	1.8	0.4	15.1	-9.2	-2.3	-14.2	0.5
O=C1CCc2cc(S(=O)(=O)Nc3ccccc3Cl)ccc2N1	0.8	3.0	2.0	0.0	2.9	16.8	-0.2	-7.4	-2.2
N#Cc1ccccc1Sc1ccccc1C(=O)OCc1nnc(-c2ccccc2)o1	8.8	9.2	-2.0	1.5	7.9	11.5	-0.5	4.1	-2.6
COc1cccc(CNc2nc3nc(C)c(Cl)c(=O)n3[nH]2)c1	-1.5	0.1	-3.6	0.2	-4.0	-3.4	0.1	-3.4	-1.5
CN(CC(=O)Nc1cccc(F)c1)C(=O)c1cc(-c2ccccc2)nc2ccccc12	-11.2	10.3	-14.0	0.8	10.8	6.5	0.6	-0.1	-7.1
COc1cc(C(=O)N(Cc2ccc(F)cc2)Cc2ccco2)cc(OC)c1OC	-8.2	2.1	0.4	0.7	7.1	nt	-1.0	-11.4	-0.1
N#C/C(=C\c1cccs1)Sc1nc2ccccc2s1	nt	8.3	-6.2	1.8	2.7	-8.3	0.6	-34.7*	-6.8
COc1ccc(NC(=O)Cn2cc(C#N)c3ccccc32)cc1	-6.7	1.8	0.9	0.3	-2.0	-5.7	-0.8	-0.8	-1.1
Nc1nc(CSc2n[nH]c(-c3ccccc3)n2)nc(Nc2ccccc2)n1	-8.4	-0.1	0.8	1.5	8.7	-14.1	0.3	-11.8	-4.2
CCc1ccc(NC(=O)c2cc(=O)c3ccc(C)c(C)c3o2)cc1	-4.4	2.6	9.3	0.3	-29.2	nt	nt	-6.0	0.1
Fc1ccc2[nH]c3c(N4CCc5ccccc5C4)ncnc3c2c1	-31.4	15.9	-0.7	1.5	-8.2	19.6	-0.6	-35.3*	-12.0
Clc1c(-c2ccccc2)nnn1-c1ccccc1	-16.6	-1.3	0.2	-0.5	13.9	17.4	-0.7	1.8	-6.7
COCCNC(=O)CN1C(=O)COc2ccc(S(=O)(=O)N3CCOCC3)cc21	nt	0.4	5.9	-0.3	-15.6	nt	1.3	-26.4	-1.6
CN(C1CCS(=O)(=O)C1)S(=O)(=O)c1ccccc1[N+](=O)[O-] (centres undefined)	5.4	2.0	-7.6	-0.1	-7.4	5.2	1.0	-17.9	-4.8
NC(=O)C1CCN(C2CC(=O)N(c3ccc(F)c(Cl)c3)C2=O)CC1 (centres undefined)	9.4	0.7	5.3	0.1	-8.5	2.8	-1.0	-1.2	-1.7
CC(NC(=O)c1ccc(OC2CCN(Cc3ccccn3)CC2)cc1)c1ccccc1 (centres undefined)	3.8	1.9	-2.2	-0.5	-13.3	24.2	-2.0	8.6	-7.4
Cc1ccc(CCC(=O)Nc2ccccc2C(=O)O)o1	-15.2	3.7	2.0	0.8	-6.3	-2.2	nt	-7.8	-4.5
CCCOC1CCCN(C(=O)CCc2nnc(CCCCc3ccccc3)o2)C1 (centres undefined)	7.5	2.5	-7.1	-0.9	-27.3	23.3	1.9	0.6	-4.5
COc1cc(C(=O)NC(C)CCc2ccccc2)cc(OC)c1OC (centres undefined)	3.7	0.0	1.6	-0.9	9.0	-8.9	0.0	-15.3	-12.4
CCOc1ccc(OCC)c(NC(=O)c2cc(C)nc3c2c(C)nn3-c2cccc(Cl)c2C)c1	0.1	0.5	-2.6	-0.4	-5.9	nt	0.7	-9.3	2.1
CCc1cc2c3c(c1)C(C)CC(C)(C)N3C(=O)C2=O (centres undefined)	nt	1.4	-7.8	-1.4	0.3	3.0	0.0	-1.4	-4.3
Cc1cc(=O)n2nc(N3CCCC(C(=O)NCCc4ccc(Cl)cc4)C3)sc2n1 (centres undefined)	-2.7	0.1	-1.6	-0.7	4.1	-9.0	0.2	-35.4*	0.2
O=C(O)CSCCOc1ccc(OCCSCC(=O)O)cc1	2.6	3.6	10.6	0.0	-1.2	1.1	1.1	29.8	-2.7
CC(C)Cc1nnc(NC(=O)c2ccc(S(=O)(=O)N3CCCC3)cc2)s1	-6.2	2.5	-1.4	0.0	8.4	24.5	1.2	-2.5	-5.0
CC1CCCN(CCCNC(=O)c2nn(C)c3c2CS(=O)(=O)c2ccccc2-3)C1 (centres undefined)	-83.8*	2.0	-1.8	0.1	-3.5	10.2	1.2	-18.5	1.6
Cc1ccc(Nc2nc(Cl)nc(N(C)C#N)n2)cc1	0.6	1.1	-4.7	-0.7	5.8	3.8	-0.3	0.3	0.5
Cc1ccccc1C(=O)NNC(=O)CSc1nnc(C)n1-c1ccccc1	-9.8	3.7	3.7	-0.3	11.9	0.5	1.2	8.4	-6.7
Cn1cc(Br)c(C(=O)Nc2sc3c(c2C(N)=O)CCCC3)n1	-1.7	-0.3	3.0	-0.2	-12.9	12.8	-0.5	-4.8	-0.6
Cc1ccc(C)c(NC(=O)CCn2cnnn2)c1	-4.7	4.2&-0.7	-3.7&-1.8	-1.3&-1.3	0.2&-12.6	1.9	2.1&-0.5	-18.9&9.2	5.5&-5.5
COc1cccc(N2C(=NC(=O)C3CCCCC3)SC3CS(=O)(=O)CC32)c1 (centres undefined)	2.7	0.6	4.7	0.1	-2.4	7.3	0.2	17.8	-1.4
O=C(CNS(=O)(=O)c1ccc(Br)s1)Nc1ccc2c(c1)OCCO2	-5.8	3.4	-14.6	0.4	-11.9	-3.7	-0.8	-9.1	-4.6
CCn1nc(C)cc1C(=O)N1CCCC(N(C)CCc2ccc(OC)c(OC)c2)C1 (centres undefined)	-3.1	1.4	5.0	0.6	12.0	-10.8	0.6	1.5	11.6
CN1c2ccc([N+](=O)[O-])cc2N(C)C1(C)c1ccccc1 (centres undefined)	4.3	10.1	0.1	0.7	1.8	10.0	0.7	-14.8	-3.1
CCOc1cccc2sc(N(CCCN(C)C)C(=O)c3ccc(S(=O)(=O)N4CCc5ccccc5C4)cc3)nc12	-9.0	17.5	1.0	0.9	-3.2	-10.4	0.0	-23.1	-1.4
COc1ccc(C(C)(C)C)cc1NC(=O)c1ccc[n+]([O-])c1	-7.8	-1.0	53.2*	0.5	-7.8	-23.1	0.2	5.4	-4.8
COc1ccc(CCNC(=O)c2ccc3c(c2)N(Cc2ccc(F)cc2)C(=O)CS3)cc1OC	?	1.8	-4.8	0.1	nt	nt	-0.5	7.0	0.6

Bioassay records (PubChem BioAssay)
